PLC-gamma1 inh – blocks human PLC-gamma1 enzyme activity; inhibition, % at 12.2 µM; P19174; 370,000 compounds, 0.84% hits; AID 720700; purified PLC-gamma1, fluorogenic substrate, fluorescence; in the data active = inhibition above about 9.5%
ADAM17 inh – inhibits human ADAM17; recombinant ADAM17, EDANS/DABCYL FRET peptide cleavage; inhibition, % at 6.95 µM; 370,000 compounds, 0.83% hits; AID 720648;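 active = inhibition above the mean of compounds lying between control limits plus 3 SD, set per campaign, cut at about 8.5% in these data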;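 also: 0% = DMSO-only wells as the low control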
Target sequence (P78536 215-824 limits assumed): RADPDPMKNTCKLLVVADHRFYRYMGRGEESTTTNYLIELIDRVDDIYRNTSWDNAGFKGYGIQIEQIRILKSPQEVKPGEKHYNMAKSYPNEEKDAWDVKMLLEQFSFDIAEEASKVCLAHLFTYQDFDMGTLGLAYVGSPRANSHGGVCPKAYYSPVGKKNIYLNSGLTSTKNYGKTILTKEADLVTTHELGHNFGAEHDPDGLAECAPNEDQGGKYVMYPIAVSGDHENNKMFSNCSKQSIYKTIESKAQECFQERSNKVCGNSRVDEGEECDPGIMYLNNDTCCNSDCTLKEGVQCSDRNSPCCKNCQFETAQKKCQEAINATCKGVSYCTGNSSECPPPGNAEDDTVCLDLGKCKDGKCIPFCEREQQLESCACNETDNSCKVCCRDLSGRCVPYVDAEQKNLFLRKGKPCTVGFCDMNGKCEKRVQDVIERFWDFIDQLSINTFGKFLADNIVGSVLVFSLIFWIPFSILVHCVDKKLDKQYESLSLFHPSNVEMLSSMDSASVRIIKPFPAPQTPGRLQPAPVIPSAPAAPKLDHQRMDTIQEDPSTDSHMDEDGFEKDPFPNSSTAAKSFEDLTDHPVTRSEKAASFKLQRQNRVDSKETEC
NR1D1 modulator – modulators of human Rev-erb alpha DNA binding | P20393 | Rev-erbα–FITC-DNA binding, fluorescence polarization, 90 min | activity, % at 10 µM | 370,000 compounds, 0.79% hits;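 active = activity above about 14%, limit read from the data; passing the limit was not always enough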;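 also: 0% = DMSO wells with 35 nM protein and 100% = DMSO wells with 750 nM protein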
ssDAF-12 act – S. stercoralis DAF-12 activation, primary screen | HEK293 ssDAF-12/GRIP1 lit1-tk-luc reporter, luminescence; % of 3 µM dafachronic acid response | activation, % at 6.8 µM | 370,000 compounds, 1% hits | AID 652126;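 active = activation above the mean over all tested compounds plus 3 SD, cut at about 0.9% in these data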;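 also: 0% = DMSO-only wells and 100% = 3 µM delta7-dafachronic acid wells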
DAX1 inh-1 – inhibitors of human orphan nuclear receptor DAX1 (NR0B1) | HEK293 Gal4-DAX1 luciferase reporter, luminescence | P51843 | AID 504766 | inhibition, % at 6.75 µM | 340,000 compounds, 0.99% hits;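 active = inhibition above the mean over all tested compounds plus 3 SD, cut at about 4.2% in these data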;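 also: 0% = DAX1-transfected cells with DMSO and 100% = empty-vector control cells with DMSO; inhibition shows as a rise in luminescence from relieved DAX1 repression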
Target sequence (P51843 207-470 limits assumed): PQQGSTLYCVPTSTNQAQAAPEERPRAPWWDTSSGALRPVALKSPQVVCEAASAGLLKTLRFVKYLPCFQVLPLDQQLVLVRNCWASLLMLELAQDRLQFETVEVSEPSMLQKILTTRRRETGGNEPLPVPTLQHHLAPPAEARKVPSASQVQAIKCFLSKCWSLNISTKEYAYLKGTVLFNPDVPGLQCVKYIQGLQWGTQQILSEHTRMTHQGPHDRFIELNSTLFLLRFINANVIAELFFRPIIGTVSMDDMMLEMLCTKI
SMARCA2 activ – activators of SMARCA2 function. MG213 cells, MMTV-luciferase reporter, dexamethasone, overnight. 370,000 compounds, 1% hits. activation, % at 9.1 µM; in the data active = activation above about 7.8%;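 also: 0% = vehicle wells and 100% = reference activator wells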
PLCb3 inh – inhibitors of human phospholipase C beta3. inhibition, % at 12.2 µM. Q01970. Purified PLC-beta3, fluorogenic substrate, fluorescence. 370,000 compounds, 0.18% hits; in the data active = inhibition above about 11%;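 also: 0% = median of compound wells on plate and 100% = full blocker control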
DAX1 inh-2 – inhibitors of DAX1 repression of SF-1 activated StAR promoter | AID 652010 | inhibition, % at 6.8 µM | HEK293T StAR-luciferase reporter, SF-1/DAX-1 repression relief | 370,000 compounds, 1.1% hits;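 active = inhibition above the mean over all tested compounds plus 3 SD, cut at about 3.6% in these data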;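 also: 0% = DAX-1 cells with DMSO and 100% = cells lacking DAX-1 with DMSO; higher inhibition means more luminescence from relief of DAX-1 repression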
hcDAF-12 act – H. contortus DAF-12 activation, primary screen; activation, % at 6.8 µM; HEK293 hcDAF-12 lit1-tk-luc reporter, luminescence; 0% DMSO, 100% Δ7-dafachronic acid; 370,000 compounds, 1.4% hits; AID 652067;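 active = activation above the mean of all tested compounds plus 3 SD, cut at about 5.5% in these data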;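 also: 100% = response to 3 µM Δ7-dafachronic acid high control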
hgDAF-12 ag – activates the H. glycines DAF-12 receptor ligand-binding domain; HEK293 GAL4-hgDAF12 UAS-luciferase reporter, agonist luminescence; normalized to butyrate control; 370,000 compounds, 1.8% hits; activation, % at 6.8 µM;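 active = activation above a cutoff set at the mean of all screened compounds plus 3 SD, cut at about 10% in these data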;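 also: 0% = DMSO wells and 100% = sodium butyrate wells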
MBD2 inh – blocks human MBD2 binding to methylated DNA; Q9UBB5; TR-FRET, MBD2 binding to methylated oligonucleotide; inhibition, % at 4.4 µM; 370,000 compounds, 0.31% hits; in the data active = inhibition above about 13%
Starred values were filed as active, the others as inactive; i = inactive; / = not tested or not shown.

SMILES	PLC-gamma1 inh	ADAM17 inh	NR1D1 modulator	ssDAF-12 act	DAX1 inh-1	SMARCA2 activ	PLCb3 inh	DAX1 inh-2	hcDAF-12 act	hgDAF-12 ag	MBD2 inh
O=C1CC(N(CCc2ccccc2)C(=S)Nc2ccccc2)C(=O)N1c1ccc(Br)cc1 (centres undefined)	6	17*	-1	0.0	2.5	-3	9	-0.2	3.9	2.6	-4
COc1ccccc1C(=O)OCCN=C1NS(=O)(=O)c2ccccc21	-2	-3	11	-1.2	0.4	-3	-1	-0.4	-2.1	-1.3	-2
CCCn1c(N)c(N2CCCCC2)c(=O)n(CC(=O)Nc2ccc(OC(F)(F)F)cc2)c1=O	1	-3	3	0.1	-0.3	-3	-2	-0.4	-0.7	0.3	18*
Cc1ccc(OCC(=O)Nc2ccc(CN3CCCCC3)cc2)c(C)c1	7	-1	6	-0.7	-0.5	1	2	-0.2	-0.6	0.3	-1
CCn1c(SCC(=O)Nc2cccc(NC(C)=O)c2)nc2c([nH]c3ccccc32)c1=O	1	1	-15	1.1*	0.2	2	-4	-2.4	1.3	4.3	-3
Cc1ccc(S(=O)(=O)N(C)c2ccc(C(=O)NC3CCCCC3)cc2)cc1	-6	-2	-4	-1.0	-0.2	-1	2	-1.4	-1.3	0.1	1
CCOC(=O)Cc1cnc(N)s1	-1	-5	0	-1.4	1.2	-5	-4	-0.7	-0.6	-1.9	4
COc1cc(Cl)c(CN2CCC(CCC(=O)NC3CC3)CC2)cc1OC	-1	-3	-4	-1.6	2.6	1	-2	-0.2	-2.6	-0.6	-1
O=C(Nc1ccccc1F)Nc1ccccc1Br	-2	-4	3	-0.8	-0.6	-3	1	0.2	-0.5	1.8	11
Fc1cccc(Cl)c1C1SCc2nc3ccccc3n21 (centres undefined)	-3	-2	8	-1.1	/	1	2	-0.7	1.4	-3.0	-1
CC1=NCCN1CCNC(=O)Nc1ccc(C(C)(C)C)cc1	0	-2	0	-1.1	/	-7	-9	0.5	-0.8	-2.1	-1
O=C(COc1cccc(C(F)(F)F)c1)NCC(c1ccco1)N1CCCCC1 (centres undefined)	3	-4	0	-1.1	0.5	-1	-8	0.1	-0.9	1.0	5
O=C(NCc1cccnc1)c1cc(S(=O)(=O)N2CCCCC2)ccc1Cl	4	-1	0	-1.0	0.5	-2	4	0.9	-1.6	1.2	3
Cc1cccc(CSCc2ccc(C(=O)NC3CCCC3)o2)c1	6	-2	6	-0.5	3.0	2	-5	0.4	0.5	0.5	5
O=C(NCCc1ccncc1)Nc1ccccc1Cl	3	1	-1	-1.5	-2.3	4	5	-0.2	-0.7	3.2	-5
COc1ccccc1CNc1ncnc2nc[nH]c12	6	1	0	-1.2	0.6	-4	8	-0.3	-1.7	-1.6	-3
c1ccc(SC23CC4CC(CC(C4)C2)C3)nc1	3	3	-2	-0.2	1.1	-3	-1	-1.6	-1.1	0.3	13*
Cc1sc2ncn(Cc3ccccc3F)c(=O)c2c1C	1	-2	-1	-1.4	0.3	2	5	0.0	-1.0	-0.1	-4
CCOC(=O)c1ccccc1NC(=S)N1CCN(C(=O)c2ccco2)CC1	-1	-1	-5	-1.0	0.4	1	-8	0.4	-0.7	0.2	-6
COc1cccc2cc(-c3ccccc3)oc12	2	0	4	-0.9	/	4	-6	0.5	-2.3	0.0	-6
O=C1Nc2ccc(NS(=O)(=O)c3cccs3)c3cccc1c23	-40	-2	1	-0.7	0.3	0	-43	0.6	-1.2	-0.6	-8
O=c1[nH]c(=S)[nH]c2nc(-c3ccccc3)cnc12	-31	-13	-2	-2.1	1.6	-3	-52	0.4	-1.3	1.1	-1
O=C(NC(=S)Nc1ccc(N2CCOCC2)cc1)c1cccc(Cl)c1	0	1	10	-0.5	1.1	-1	3	0.5	-2.1	3.7	-3
Cc1nnc(SCC(=O)Nc2ccc(Oc3ccccc3)cc2)n1N	5	-1	-4	-1.4	0.1	-1	2	0.8	1.0	-1.5	-1
O=C(Cn1c2c(sc1=O)C1c3ccccc3OCC1CS2)Nc1ccc(Cl)cc1 (centres undefined)	-5	-2	1	-1.5	1.6	-2	-5	-0.5	-2.6	0.5	2

Quoted at random: two records from the list
SMILES	PLC-gamma1 inh	ADAM17 inh	NR1D1 modulator	ssDAF-12 act	DAX1 inh-1	SMARCA2 activ	PLCb3 inh	DAX1 inh-2	hcDAF-12 act	hgDAF-12 ag	MBD2 inh
Cc1ccc(S(=O)(=O)N(C)c2ccc(C(=O)NC3CCCCC3)cc2)cc1	-6	-2	-4	-1.0	-0.2	-1	2	-1.4	-1.3	0.1	1
O=C(Cn1c2c(sc1=O)C1c3ccccc3OCC1CS2)Nc1ccc(Cl)cc1 (centres undefined)	-5	-2	1	-1.5	1.6	-2	-5	-0.5	-2.6	0.5	2

Next part:
SMILES	PLC-gamma1 inh	ADAM17 inh	NR1D1 modulator	ssDAF-12 act	DAX1 inh-1	SMARCA2 activ	PLCb3 inh	DAX1 inh-2	hcDAF-12 act	hgDAF-12 ag	MBD2 inh
CN1CCN(CC(=O)n2c3c(c4ccccc42)CCCC3)CC1	-10	-7	4	-0.5	0.6	-1	-14	-0.5	2.4	-1.8	3
Cc1noc(C)c1S(=O)(=O)Nc1ccccc1Oc1ccccc1	2	0	-3	-1.4	0.1	0	-10	0.6	1.8	-1.5	-3
COc1ccc(NC(=O)CCS(=O)(=O)c2ccc3c(c2)oc(=O)n3C)cc1	2	0	2	-0.6	0.1	0	0	-0.6	0.3	0.6	2
O=C(Nc1ccccc1C(F)(F)F)c1cc(-c2ccccc2O)on1	-8	-1	-1	-0.4	2.5	2	-12	2.1	0.0	12*	-3
CC(C)(O)C#Cc1ccc(CN2CCC(CO)(CCc3ccccc3)CC2)cc1	2	-3	3	-1.2	0.5	2	-2	0.0	-1.7	0.8	-3
O=C(Nc1ccc(Br)cc1)OCCN1CCCC12CCC(c1ccccc1)CC2 (centres undefined)	2	-1	4	-1.7	/	/	-4	/	-0.1	3.3	0
O=C(Nc1ccc(N2CCN(C(=O)c3ccccc3F)CC2)cc1)c1ncn[nH]1	0	-1	-1	0.0	-0.2	0	3	0.1	-1.5	-1.8	3
COC(=O)c1c(O)cc(=O)n2c1CCCCC2	4	0	-2	-1.2	1.6	-1	3	0.1	0.5	0.3	-6
Cc1ccccc1C(=O)OCCCN=C1NS(=O)(=O)c2ccccc21	3	1	-8	-0.9	-1.0	-3	1	-0.1	-1.0	-1.6	4
O=C(CCCn1c(=S)[nH]c2ccsc2c1=O)Nc1ccc2c(c1)OCO2	-2	-5	-2	-1.2	-1.0	-5	-5	0.5	-2.2	-2.9	-5
Cc1sc(Nc2ccc([N+](=O)[O-])cc2)nc1-c1c(C)n(C)n(-c2ccccc2)c1=O	-1	-3	4	-1.1	1.3	0	3	-0.2	-1.3	4.2	-2
CC1=C(C(=O)Nc2ccccc2)C(c2ccncc2)C(C#N)=C(SCC(=O)Nc2ccccc2)N1 (centres undefined)	-1	1	-3	-1.5	-0.4	-1	-1	-0.7	0.0	1.0	-2
COc1ccc(S(=O)(=O)N2CCCC(C(=O)N3CCN(C)CC3)C2)cc1C (centres undefined)	-1	-4	0	-1.4	-1.3	-1	2	-1.0	-0.8	0.2	6
O=C(Cc1ccc(Cl)cc1Cl)Nc1cccc(S(=O)(=O)Nc2ccccc2F)c1	2	5	-8	-1.5	-0.9	-5	1	0.3	-2.5	-3.9	-2
COc1ccc(OC)c(C(C)NC=O)c1 (centres undefined)	3	-1	0	-2.0	-1.0	1	1	0.2	-2.5	-2.2	-1
Cc1cccc(N(C)C(=O)c2cnn(-c3ccccc3)c2C)c1	1	-1	4	-0.8	1.1	-1	-4	0.7	-0.6	-0.7	7
Cc1cccc(NC(NC(=O)c2ccccc2[N+](=O)[O-])C(Cl)(Cl)Cl)c1 (centres undefined)	9	6	-3	-1.6	-0.8	-2	3	-0.1	-0.6	-2.9	-2
Cc1cnn(C(=O)c2ccccc2Br)c1	8	7	-1	-0.9	/	-4	3	0.8	1.3	-1.7	-2
O=C(Nc1ccccc1O)c1cc2cc(Br)ccc2oc1=O	0	-6	-10	1.1*	2.5	1	-8	0.0	2.4	7.1	7
CC(=O)Nc1cccc(/C(C)=N/NC(=O)c2c(-c3ccccc3Cl)noc2C)c1	2	-1	4	-0.7	-0.9	-4	1	-0.7	-4.0	-1.3	3
Cn1cc(-c2ccccc2C(=O)O)c(=O)c2cc(Cl)ccc21	-27	-79	-3	-0.2	-1.0	0	-40	0.4	1.3	2.2	2
O=C(NS(=O)(=O)Nc1ccccn1)c1c[nH]c2ccccc12	-2	-4	0	1.0*	0.7	-2	-7	-0.1	5.5	2.5	0
CC(=O)c1ccc(CC2SC(N)=NC2=O)cc1 (centres undefined)	3	-2	-5	-1.0	1.1	-2	4	-0.2	-1.2	-1.9	4
NS(=O)(=O)c1ccc(CCNC(=O)c2cccc(S(=O)(=O)N3CCCC3)c2)cc1	-1	-5	0	-1.5	-0.4	-4	-4	1.4	0.5	2.2	-2
Cc1c(C(=O)O)oc2c1/C(=N\O)CCC2	-5	1	3	-1.1	-0.7	-3	-1	0.9	0.0	2.1	-4
SMILES	PLC-gamma1 inh	ADAM17 inh	NR1D1 modulator	ssDAF-12 act	DAX1 inh-1	SMARCA2 activ	PLCb3 inh	DAX1 inh-2	hcDAF-12 act	hgDAF-12 ag	MBD2 inh
CC(=O)C[C@@H](O)CC(=O)[C@H]1OC(=O)CCCCCCCCc2ccccc21	2	-2	2	-1.0	-0.4	-1	0	-0.3	-0.9	1.9	1
Cc1ccc(CN2CCN(Cc3cnc(N4CCOCC4)s3)CC2CCO)cc1 (centres undefined)	2	-2	0	-1.3	2.0	-1	-4	-0.3	-0.6	-1.2	-3
COc1cccc(NC(=O)COC(=O)CCSc2ccccc2)c1	-2	0	-9	-1.0	1.5	-5	-4	-1.0	0.8	1.6	-2
CCOC(=O)CC1COCCN1C(=O)c1cc(COc2ccc(F)c(F)c2)on1 (centres undefined)	2	-1	3	-1.2	0.9	4	-3	1.0	-0.5	1.0	2
O=S(=O)(NCCc1ccccc1)c1ccc(S(=O)(=O)N2CCCCC2)cc1	1	0	-2	-1.5	-1.1	3	-2	-0.3	0.2	-1.2	-2
Nc1c(C(=O)NCCN2CCOCC2)c2nc3ccccc3nc2n1-c1ccccc1	i	i	1	-1.0	0.0	0	i	-0.8	-1.3	-1.0	-4
CC(C)(C)NC(=O)C(c1cccnc1)N(C(=O)c1cnc[nH]1)c1ccc(C(C)(C)C)cc1 (centres undefined)	5	1	15	-1.4	/	/	3	/	-1.6	1.3	-4
O=C(Cc1cccs1)NNC(=S)NCc1ccc(Cl)cc1	1	2	9	-1.0	0.1	1	0	0.6	-1.8	-2.9	0
CCOC(=O)C1CCN(c2ncnc3c2c(-c2ccccc2)cn3-c2ccccc2)CC1	2	-3	-7	-1.3	0.5	-6	-6	-0.4	-2.1	3.9	0
COc1ccc(C2c3c(ncn(CCCO)c3=N)Oc3ccc4ccccc4c32)cc1OC (centres undefined)	-1	0	-1	-1.3	/	-2	-8	-0.4	-2.3	-3.7	6
O=C(Nc1ccc(N2CCN(C(=O)c3ccco3)CC2)cc1)c1cccnc1Cl	0	0	-1	-1.2	0.7	2	3	0.0	-0.5	0.0	-3
CN1CCN(C(=O)/C(=C/c2cccnc2)NC(=O)c2cccc(Br)c2)CC1	0	-2	-2	-1.5	-0.4	2	0	-0.5	0.2	-0.2	1
Cc1[nH]c(=O)[nH]c(=O)c1S(=O)(=O)N1CCN(c2ccccc2)CC1	-3	-4	0	-0.3	0.7	0	-8	0.5	-1.5	-1.3	6

Source: PubChem BioAssay (several laboratories)
